GAA glycogen: qHTS Assay for Inhibitors and Activators of Human alpha-Glucosidase Cleavage of Glycogen; AID 2100, 2009; Potency, µM (top dose mostly 76.4 µM), for inactives: top-dose activity change, negative = inhibition, usual class: inhibitors; 0.38% of 300,000 active; Lysosomal alpha-glucosidase (Homo sapiens), P10253; recombinant GAA, glycogen substrate, Amplex Red glucose oxidase fluorescence;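 further: 0% = full enzyme reaction and -100% = no-enzyme basal signal; the screen sought inhibitors and activators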
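Recombinant human alpha-glucosidase (4 nM final) hydrolysed bovine liver glycogen (30 ug) for 40 min at 37 C in pH 5.0 citrate/phosphate with 0.01% Tween-20. Released glucose detected by glucose oxidase/Amplex Red, Ex 573/Em 610 nm. Compounds up to 77 uM; AC50 from Hill fits.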
Epigenetic derep: Quantitative High-Throughput Screen for Regulators of Epigenetic Control; 0.2% of 280,000 active; Potency, µM (top dose mostly 53.9 µM), for the others: at the top dose GFP activation, actives largely listed as activators; murine LDR cells, GFP reporter derepression, 30 h; AID 1865, 2009; further: % of control where 0% means no effect; nearly all actives have a fitted effect of over 60% in size
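Derepression of a silenced CMV-GFP reporter in murine LDR cells is scored by enumerating GFP-positive cells with a laser-scanning microplate cytometer after 30 hours of treatment at 37 C.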
GAA spleen mod: qHTS Assay for Inhibitors and Activators of Human alpha-Glucosidase From Spleen Homogenate. human spleen homogenate, 4-MU-alpha-glucoside fluorescence. Potency, µM (top dose mostly 79.9 µM), for inactives: at the top dose activity change, negative = inhibition, usual class: inhibitors. Lysosomal alpha-glucosidase (Homo sapiens), P10253. 0.006% of 240,000 active;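 further: 0% = enzyme with vehicle and -100% = no enzyme basal signal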
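Enzyme source: human spleen homogenate, 1 ug/well. Buffer 50 mM citric acid/K phosphate pH 5.0, 0.01% Tween-20. 4-MU-alpha-glucoside 1 mM; 37 C x 40 min; NaOH/glycine stop; fluorescence.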
GLA spleen mod: qHTS Assay for Inhibitors and Activators of Human alpha-Galactosidase From Spleen Homogenate; human spleen homogenate, 4MU-alpha-Gal fluorescence, 40 min; Potency, µM (doses to about 80 µM), without a hit: at the highest dose activity change, negative = inhibition, usual class: inhibitors; 0.008% of 240,000 active; AID 2107, 2009;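 further: 0% = enzyme with vehicle and -100% = no enzyme basal signal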
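Human spleen homogenate (1 ug) was the enzyme source, with 4-methylumbelliferyl-alpha-D-galactopyranoside (1 mM final) in pH 5.0 citrate buffer with 0.01% Tween-20. Compounds were titrated; after 40 min at 37C, NaOH/glycine stop, 4-MU fluorescence read; AC50 from Hill fits.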
Tau fluor counter: Counterscreen qHTS for Inhibitors of Tau Fibril Formation, Fluorescence Polarization; Potency, µM (series often up to 57.7 µM), without a hit: at the highest dose activity change, negative = decrease; AID 1463, 2008; 0.93% of 280,000 active; tau K18 P301L (four-repeat tau fragment) Alexa594 fluorescence, heparin fibrillization; further: on the % scale 0 is the no-effect control and ±100 the full control effect; nearly all actives have a fitted effect of over 55% in size
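Human K18 P301L tau (15 uM unlabeled plus 0.24 uM Alexa 594-labeled, final) in 100 mM sodium acetate pH 7 was mixed with compound and 20 uM heparin and incubated 6 hr at 37 C.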
NPSR antagonist: qHTS Assay for Antagonists of the Neuropeptide S Receptor: cAMP Signal Transduction | Q6W5P4 | AID 1461, 2008 | Potency, µM (top dose mostly 38.3 µM), for inactives: top-dose activity change, negative = inhibition, hits mostly inhibitors | 1% of 220,000 active | CHO-NPSR cells, cAMP TR-FRET, antagonist mode; further: on the % scale 0 is the no-effect control and ±100 the full control effect; nearly all actives have a fitted effect of over 50% in size; many of its hits are not listed in these tables
Target sequence (Q6W5P4 whole entry, looked up): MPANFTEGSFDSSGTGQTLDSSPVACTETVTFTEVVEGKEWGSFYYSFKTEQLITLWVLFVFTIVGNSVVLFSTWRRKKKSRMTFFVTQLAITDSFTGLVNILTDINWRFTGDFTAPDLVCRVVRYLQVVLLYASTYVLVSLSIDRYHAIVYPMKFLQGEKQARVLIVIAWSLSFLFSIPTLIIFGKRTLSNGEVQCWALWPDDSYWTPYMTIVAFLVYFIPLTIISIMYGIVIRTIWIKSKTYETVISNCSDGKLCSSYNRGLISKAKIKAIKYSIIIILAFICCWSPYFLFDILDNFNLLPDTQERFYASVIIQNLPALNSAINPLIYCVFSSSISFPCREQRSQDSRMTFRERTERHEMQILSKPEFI
ALDH1A1 block: qHTS Assay for Inhibitors of Aldehyde Dehydrogenase 1 (ALDH1A1); Aldehyde dehydrogenase 1A1 (Homo sapiens), P00352; Purified ALDH1A1, NADH fluorescence, propionaldehyde substrate; Potency, µM (top dose mostly 75.3 µM), inactives show top-dose activity, negative = inhibition, actives largely listed as inhibitors; 7.3% of 220,000 active; active means well fitted inhibition curve with a large enough effect, not every such curve was filed as active; inconclusive means small, poorly fitted or top-dose-only effect, or another doubt; inactive means no such curve, though single readings can be large or run the other way;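 further: plate controls were no enzyme wells and a reference inhibitor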
Target sequence (P00352 whole entry, looked up): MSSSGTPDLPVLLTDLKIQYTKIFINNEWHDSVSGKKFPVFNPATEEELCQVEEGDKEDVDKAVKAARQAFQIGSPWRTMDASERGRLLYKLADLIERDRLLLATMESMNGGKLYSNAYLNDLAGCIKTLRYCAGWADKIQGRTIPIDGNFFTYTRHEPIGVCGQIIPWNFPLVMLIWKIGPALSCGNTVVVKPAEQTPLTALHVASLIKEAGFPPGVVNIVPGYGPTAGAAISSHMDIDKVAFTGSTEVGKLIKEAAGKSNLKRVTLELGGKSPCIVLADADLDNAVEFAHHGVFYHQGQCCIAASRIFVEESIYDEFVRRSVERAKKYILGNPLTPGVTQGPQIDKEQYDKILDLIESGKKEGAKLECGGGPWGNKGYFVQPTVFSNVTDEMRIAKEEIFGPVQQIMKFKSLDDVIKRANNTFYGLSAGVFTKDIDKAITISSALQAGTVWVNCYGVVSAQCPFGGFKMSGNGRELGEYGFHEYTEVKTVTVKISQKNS
GAA inh: qHTS Assay for Inhibitors of Human alpha-Glucosidase as a Potential Chaperone Treatment of Pompe Disease | purified human GAA, 4-MU-alpha-glucoside fluorescence | Potency, µM (doses to about 76.9 µM), inactives show at the highest dose activity change, negative = inhibition, most hits filed as inhibitors | 0.005% of 200,000 active | AID 1466, 2008 | Lysosomal alpha-glucosidase (Homo sapiens), P10253;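 further: plate controls were uninhibited enzyme wells for no effect and no-enzyme background for full effect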
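Human alpha-glucosidase, 4 nM, pre-mixed with test compounds before 400 uM 4-methylumbelliferyl substrate; 20 min room temperature at pH 5.0. Fluorescence read after pH 10 stop; AC50 values from Hill-equation fits.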
Numbers without * were called inactive; ? = inconclusive; · = no result given; [ ] = another dose, or the depositor's remark. Unless noted, the call rests on the fitted dose curve; in most records, active means well fitted curve in the direction sought with a large enough effect; inconclusive means small, poorly fitted or top-dose-only effect, or another doubt; inactive means no such curve, though single readings can be large; an effect the other way counts as inactive or inconclusive. Potency means the concentration at half of the fitted maximal effect.

SMILES	GAA glycogen	Epigenetic derep	GAA spleen mod	GLA spleen mod	Tau fluor counter	NPSR antagonist	ALDH1A1 block	GAA inh
Cc1ccc(C(=O)O)cc1NC(=O)Nc1ccc2c(c1)OCO2	3%	5.3%	-13%	12%	-9%	17%	0%	0%
O=C(NCc1ccco1)c1ccc2snnc2c1	0%	1.0%	-6%	-2%	4%	4%[46.1 µM]	-6%	3%
C=CCc1cccc2cc(C(=O)N3CCN(C(=O)OCC)CC3)c(=O)oc12	-6%	0.9%	3%	-9%	16%	9%[46.1 µM]	-13%	-5%
CCOC(=O)C1=C(O)/C(=C/c2ccc(-c3ccccc3C(=O)O)o2)SC1=Nc1ccc(C)cc1	-12%	3.7%	-7%	-2%	-6%	1%[46.1 µM]	2%	2%
COc1ccc(NC(=O)N2CCCC2C(=O)Nc2ccc(C)cc2)cc1 (configuration not stated)	3%	-8.8%	5%	12%	-1%	1%[46.1 µM]	0%	-8%
CCNC(=O)c1c(O)c2ccccc2[nH]c1=O	7%	1.0%	-1%	3%	-8%	4%[46.1 µM]	-1%	-4%
CCC(=O)N1CCCc2cc(S(=O)(=O)N3CCN(C4CCCCC4)CC3)ccc21	-1%	0.0%	-8%	5%	1%	2%[46.1 µM]	?	-10%
COc1cccc(C2CC(=O)NC3=C2C(=O)CCC3)c1 (configuration not stated)	2%	0.6%	-11%	-3%	3%	-11%[46.1 µM]	-5%	-14%
C(=C\c1ccccc1)/C=N/Nc1nc2ccccc2s1	?	0.0%	-18%	-3%	10µM*[quencher]	-7%[46.1 µM]	4%	-11%
Cc1cc(NC(=O)COC(=O)c2n[nH]c3ccccc23)no1	1%	-1.1%	0%	1%	-9%	-5%[46.1 µM]	-6%	-1%
O=C(Nc1ccc2ccccc2c1)C(=O)C1C(=O)Nc2ccccc21 (configuration not stated)	3%	1.2%	-1%	3%	-25%	24%	-2%	-4%[15.4 µM]
COCc1c(C(=O)OC)nnn1-c1ccc(C(F)(F)F)cc1[N+](=O)[O-]	7%	-0.1%	·	3%	2%	5%	7%	-9%
CCn1c(SCC(=O)NCc2cccs2)nnc1-c1cccs1	-3%	-2.1%	-2%	-1%	4%	-6%[46.1 µM]	-4%	-7%
c1ccc(CSc2snnc2-c2ccccc2)cc1	6%	-0.9%	-2%	-6%	-15%	-10%[46.1 µM]	-2%	1%
CCOC(=O)CNC(=S)N(Cc1ccccc1F)C1CCCCC1	-10%	-3.6%	0%	-4%	-15%	-31%	?	-4%
CCC(C(=O)O)N1C(=O)/C(=C/C(C)=C/c2ccccc2)SC1=S (configuration not stated)	-1%	0.0%	-6%	1%	-22%	23%[7.67 µM]	·	·
CCOC(=O)N/N=C(\CCC(=O)O)c1cccs1	-1%	0.1%	-4%	-7%	2%	17%	·	·
CCN(CC)c1ccc(C2CC(=O)NC3=C2C(=O)CC(C)(C)C3)cc1 (configuration not stated)	-8%	-0.7%	4%	8%	-4%	4%[46.1 µM]	1%	0%
CCN(CC)CCN1C(=O)c2ccccc2NC1c1ccc(N(C)C)cc1 (configuration not stated)	2%	-1.0%	-4%	1%	-1%	13%[46.1 µM]	?	-6%
COCCCNC(=O)c1cc2c(-c3ccc(Cl)cc3)nn(C)c2s1	0%	0.8%	1%	-3%	-16%	-15%[46.1 µM]	?	-5%

Sorted by count of non-hydrogen atoms (highest first): nine of the compounds above
SMILES	GAA glycogen	Epigenetic derep	GAA spleen mod	GLA spleen mod	Tau fluor counter	NPSR antagonist	ALDH1A1 block	GAA inh
CCC(=O)N1CCCc2cc(S(=O)(=O)N3CCN(C4CCCCC4)CC3)ccc21	-1%	0.0%	-8%	5%	1%	2%[46.1 µM]	?	-10%
CCN(CC)CCN1C(=O)c2ccccc2NC1c1ccc(N(C)C)cc1 (configuration not stated)	2%	-1.0%	-4%	1%	-1%	13%[46.1 µM]	?	-6%
O=C(Nc1ccc2ccccc2c1)C(=O)C1C(=O)Nc2ccccc21 (configuration not stated)	3%	1.2%	-1%	3%	-25%	24%	-2%	-4%[15.4 µM]
COCCCNC(=O)c1cc2c(-c3ccc(Cl)cc3)nn(C)c2s1	0%	0.8%	1%	-3%	-16%	-15%[46.1 µM]	?	-5%
CCC(C(=O)O)N1C(=O)/C(=C/C(C)=C/c2ccccc2)SC1=S (configuration not stated)	-1%	0.0%	-6%	1%	-22%	23%[7.67 µM]	·	·
Cc1cc(NC(=O)COC(=O)c2n[nH]c3ccccc23)no1	1%	-1.1%	0%	1%	-9%	-5%[46.1 µM]	-6%	-1%
C(=C\c1ccccc1)/C=N/Nc1nc2ccccc2s1	?	0.0%	-18%	-3%	10µM*[quencher]	-7%[46.1 µM]	4%	-11%
c1ccc(CSc2snnc2-c2ccccc2)cc1	6%	-0.9%	-2%	-6%	-15%	-10%[46.1 µM]	-2%	1%
CCOC(=O)N/N=C(\CCC(=O)O)c1cccs1	-1%	0.1%	-4%	-7%	2%	17%	·	·

Further structures follow.
SMILES	GAA glycogen	Epigenetic derep	GAA spleen mod	GLA spleen mod	Tau fluor counter	NPSR antagonist	ALDH1A1 block	GAA inh
Cc1cc(OC(C)C)nc(-c2ccccc2O)n1	-5%	1.6%	4%	7%	-15%	1%[46.1 µM]	14%	-1%
O=C1CN(c2nnnn2-c2ccccc2)CCN1	-3%	-4.2%	0%	6%	-1%	-5%[46.1 µM]	0%	-4%
Cc1nc(C)c(C(=O)O)c(-c2cccs2)c1C(=O)O	3%	0.0%	-4%	-2%	11%	7%	·	·
Cc1cc(Cl)c(OCCOCCN2CCCCC2)c(Br)c1	-6%	2.2%	-10%	-1%	2%	8%	?	3%
Cc1cc(C(=O)Cn2cnc3cc([N+](=O)[O-])ccc3c2=O)c(C)n1CC1CCCO1 (configuration not stated)	-2%	-2.1%	-2%	0%	-23%	-14%	?	-1%
CCCCN1Cc2c(nc3cc(-c4ccccc4)[nH]n3c2=O)C1=O	-10%	1.1%	-7%	9%	-9%	36%	?	?
CC(C)n1nc(CC(=O)O)c2ccccc2c1=O	21%	1.8%	0%	-8%	6%	-5%	7%	12%
O=C(OCc1ccccc1Cl)c1ccccc1C(=O)c1ccccc1	-1%	2.3%	-14%	-4%	-20%	-14%[46.1 µM]	-6%	-6%
CCOC(CNC(=O)c1ccc(CNC(=O)c2ccc(OC)c(OC)c2)cc1)OCC	5%	2.7%	-2%	3%	-2%	20%	9%	4%
O=C(Nc1ccc2c(c1)ncn2-c1ccccc1)c1ccco1	-2%	-3.4%	-7%	0%	-8%	-16%[46.1 µM]	?	5%
CCOc1ccc2nc(C)cc(Nc3ccc(N4CCOCC4)cc3)c2c1	4%	3.0%	-13%	11%	-28%	-11%	12%	-4%
CO[C@@H]1COC(=O)C/C=C\[C@@H](C)[C@H](OC)COC(=O)[C@H](COCc2ccccc2)NC(=O)C/C=C\[C@H]1C	·	-1.6%[10.1 µM]	0%[17.4 µM]	10%[17.5 µM]	-7%[11.6 µM]	·	-15%[13.5 µM]	·
Cc1ccc(C)n1-c1ccc(C(=O)O)cc1	14%	-2.9%	-9%	-3%	-21%	-12%[46.1 µM]	?	-22%
COC(=O)c1cccc(NC(=O)c2cccnc2)c1	5%	0.0%	-6%	0%	-11%	-9%[46.1 µM]	6%	-1%
COc1ccc(N2C(=O)C(Cl)=C(Oc3cccc(OC)c3)C2=O)cc1	7%	1.5%	1%	-1%	-19%	10µM*	18µM*	4%
Cn1c(=O)c(C(=O)CN2CCCCC2)c(N)n(Cc2ccccc2)c1=O	8%	0.0%	-9%	-8%	-2%	17%	·	·
COc1ccc(N2CC(C(=O)OCC(=O)c3ccc(C)cc3)CC2=O)cc1 (configuration not stated)	12%	0.0%	7%	5%	-7%	-5%	-10%	8%
O=C(Cn1nnc(-c2cccs2)n1)NNC(=O)c1ccccc1Cl	5%	?	5%	0%	9%	21%	·	·
CC(C)Cn1cc(C(=O)NC2CCN(Cc3ccccc3)CC2)c2c3ccccc3n(C)c2c1=O	5%	-0.3%	3%	11%	-7%	-16%[46.1 µM]	?	10%
O=C(O)CN=C(NS(=O)(=O)c1ccc(Cl)cc1)c1ccccc1	8%	-0.3%	8%	10%	0%	-9%[46.1 µM]	2%	-5%
O=Nc1c(-c2cccc([N+](=O)[O-])c2)nc2ncccn12	-4%	?	-7%	5%	-29%	?	·	·
COc1ccccc1-c1noc(CCCC(=O)Nc2ccc(C(N)=O)cc2)n1	5%	2.1%	4%	-8%	-6%	12%	·	·
O=C(CSCc1c(Cl)cccc1Cl)Nc1ccc2c(c1)OCCO2	-4%	0.0%	4%	2%	-22%	-20%	?	1%
COc1ccc(N2CCC(CNC(=S)Nc3ccc(C)cc3C)C2)cc1 (configuration not stated)	-25%	-3.2%	1%	1%	?	-49%	·	·
O=C(N/N=C/C(Br)=C/c1ccccc1)c1cccnc1	7%	0.0%	3%	2%	-16%	24%	·	·
CCO[C@H]1OC(C(=O)NC2CC2)=C[C@@H](C2CC2)[C@@H]1CCCO	11%	1.5%	2%	6%	11%	-10%	-4%	·
O=C(COc1ccccc1)NC(=S)Nc1cccc(NC(=O)c2ccccc2Cl)c1	18%	-0.9%	2%	-1%	?	?	10µM*	1%

From PubChem BioAssay

A portion of the library; count on the stated rates, not on these rows.
